# Source: PubChem BioAssay (several laboratories)
# Myeloid diff MLP – induction of myeloid progenitor differentiation, primary screen, cell-based, flow cytometry, MLPCN library; 1% of 360,000 active; calls only at 10 µM; ER-HoxA9 myeloid progenitors, lysozyme-GFP differentiation;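 active means normalized GFP-positive differentiation at or above the plate's own cutoff, the solvent-only control mean plus 3 SD; inconclusive means no clear call, values can overlap the other calls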;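 further: cells exposed to compound for four days before flow analysis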
# NOD1 NF-kB reporter – NOD1 signaling inhibitors, primary screen, cell-based, luminescence, uHTS (AID 1578); 1% of 290,000 active; inhibition, % at 4 µM, or EC50 in µM where a hit was titrated; NOD1-driven NF-kB luciferase reporter cells, luminescence; higher % means a stronger effect; in the data active means inhibition mostly above about 36%, no sharp cut-off; inactive means mostly below about 34%;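 further: HEK-293T reporter cells stimulated with the NOD1 agonist gamma-tri-DAP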
# GPR55 activation – GPR55 agonists via beta-arrestin recruitment, primary screen, imaging, U2OS cells, beta-arrestin-GFP redistribution (AID 1961) | G-protein coupled receptor 55 (Homo sapiens) | U2OS GPR55 beta-arrestin-GFP redistribution imaging; higher % means a stronger effect | activation, % at 10 µM, or EC50 in µM where a hit was titrated | 0.048% of 290,000 active;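 active means activation above 40% with more than 50 cells counted in the well; inconclusive means wells holding fewer than 50 cells, flagged as toxic or sparse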;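 further: U2OS osteosarcoma cells stably expressing GPR55 and beta-arrestin-GFP; plate controls were DMSO negative control for no effect and LPI positive control for full effect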
# GPR55 LPI antagonism – GPR55 antagonists blocking LPI-driven arrestin recruitment, primary screen, imaging, U2OS, beta-arrestin-GFP, LPI agonist (AID 2013). G-protein coupled receptor 55 (Homo sapiens). U2OS GPR55 beta-arrestin-GFP translocation imaging, LPI antagonism; higher % means a stronger effect. inhibition, % at 10 µM; hits with a dose series show IC50 in µM. 0.13% of 290,000 active;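 active means spots per cell inhibited over 60%, with over 100 cells counted and total cytoplasm intensity under 500,000; inconclusive means wells with under 100 cells, flagged as likely toxic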;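 further: U2OS cells stably carrying GPR55 and arrestin-GFP stimulated by 5 µM LPI near EC80; imaged beta-arrestin-GFP aggregate spots per cell after agonist stimulation; plate controls were LPI-stimulated DMSO wells for no effect and DMSO wells without LPI for full effect; some results filed as inactive read as strong as hits; confirmed hits need IC50 under 10 µM and bright autofluorescent wells are also inconclusive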
# T cell HTS – modulators of CD8 T cell-vesicle binding, primary screen, mouse 2C CD8+ T cells, flow cytometry; 2C CD8+ T cell-vesicle binding; hits give low values; calls only at 7 µM; 0.068% of 330,000 active; AID 2052, 2009;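 active means response, share of CD8 T cells binding vesicles, and their 90th percentile fluorescence all below set limits, cut at about 80% in these data, passing the limit was not always enough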
#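 incubation = binding step 1.5 h, 37 °C, antibody labelling 20 min, ice | test system = 2C mouse CD8+ T cells | read-out basis = percent CD8+ FL2 mean versus row control | controls = Peptide-free naked vesicles (low) and QL9 vesicles with 0.7% DMSO vehicle (high) | detection = flow cytometry of vesicle-bound cells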
# KOR beta-arrestin-1 – KOR agonists, beta-arrestin recruitment, primary screen, cell-based, luminescence, uHTS (AID 1777) | activation, % at 10 µM; hits with a dose series show EC50 in µM | Kappa-type opioid receptor (Homo sapiens) | 0.02% of 280,000 active | KOR beta-arrestin recruitment, luminescence; higher % means a stronger effect; in the data active means activation above about 50%, passing the limit was not always enough; further: a part of the inactive calls stands beside numbers as strong as those of hits
# NOD2 inhibition – NOD2 signaling inhibitors, cell-based, luminescence, uHTS, HEK293 (AID 1566); HEK293 NOD2/NF-kB luciferase reporter, luminescence; higher % means a stronger effect; inhibition, % at 4 µM, or EC50 in µM where a hit was titrated; 0.63% of 290,000 active; further: many of its hits are not listed in these tables
# NTR1 ag – agonists of NTR1, primary screen, imaging, U2OS cells, beta-arrestin-GFP, high content (AID 493036). 0.17% of 330,000 active. Neurotensin receptor type 1 (Homo sapiens), P30989. activation, % at 20 µM. NTR1-U2OS beta-arrestin-GFP spot imaging, agonist mode;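 active means activation at or above 40% of the spot to cytoplasm intensity ratio, with at least 20 cells analyzed; inconclusive means wells under 20 cells, flagged as cytotoxic or low count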;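 further: 0% = DMSO without peptide and 100% = 100 nM NTR1 peptide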
# Target sequence (P30989 whole entry, looked up): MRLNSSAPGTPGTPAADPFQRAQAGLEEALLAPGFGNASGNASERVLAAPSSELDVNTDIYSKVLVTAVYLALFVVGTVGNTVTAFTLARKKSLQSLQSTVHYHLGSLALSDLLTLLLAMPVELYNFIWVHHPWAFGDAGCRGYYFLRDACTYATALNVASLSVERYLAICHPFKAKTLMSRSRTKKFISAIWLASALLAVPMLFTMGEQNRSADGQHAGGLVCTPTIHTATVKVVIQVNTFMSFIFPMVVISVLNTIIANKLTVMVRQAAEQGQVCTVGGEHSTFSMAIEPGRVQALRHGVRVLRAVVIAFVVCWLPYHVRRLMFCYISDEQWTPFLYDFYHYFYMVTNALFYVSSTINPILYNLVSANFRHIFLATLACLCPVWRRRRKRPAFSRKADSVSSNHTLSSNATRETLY
# KOR beta-arrestin-2 – KOR antagonists, beta-arrestin recruitment, cell-based, luminescence, uHTS (AID 1778). one-dose inhibition, % at 10 µM; IC50 in µM for titrated hits. 0.091% of 290,000 active. KOR beta-arrestin recruitment, luminescence, antagonist mode; higher % means a stronger effect. Kappa-type opioid receptor (Homo sapiens); further: strong numbers were not always called active
# T cell HTS vesicle-bound % – further read-out of T cell HTS, marked with its call; double positive events, %; measured here: CD8+ vesicle-bound cell fraction;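 binding gate set so that unloaded-vesicle control wells show 10% double positive cells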
# NTR1 ag cell count 20 µM – second read-out of NTR1 ag, no call of its own (marks repeat the call); cell count; measured here: cell count, cytotoxicity flag
# Myeloid diff MLP GFP+ MAC1+ % – also measured in Myeloid diff MLP; calls as there; GFP+ MAC1+ double positive, %; measured here: differentiation confirmed by MAC1 staining
# Active calls of the source: *; i = inactive; ? = inconclusive; · = not tested or not shown; [ ] = dose if it differs, or a comment. Unless noted, no stated cut-off is given here; in the data, active means inhibition above about 50%; inactive means the rest. These rows are one share of the data. The share of hits here may be higher or lower than overall.
SMILES,Myeloid diff MLP,Myeloid diff MLP GFP+ MAC1+ %,NOD1 NF-kB reporter,GPR55 activation,GPR55 LPI antagonism,T cell HTS,T cell HTS vesicle-bound %,KOR beta-arrestin-1,NOD2 inhibition,NTR1 ag,NTR1 ag cell count 20 µM,KOR beta-arrestin-2
COc1ccc(C)cc1NC(=O)CN1C(=O)c2cccc3cccc1c23,i,0.7,-15%,-0.1%,3%,i,8,-0.1%,-12%,3.8,94,3%
CC(=O)Nc1ccc(NC(=O)COc2ccc(Cl)cc2Cl)cc1,i,0.5,2%,-0.2%,-7%,i,13,2.4%,22%,-0.6,93,22%
Cc1ccc(N(Cc2cc3ccccc3[nH]c2=O)C(=O)c2cccs2)cc1C,i,1.4,-4%,0.6%,2%,i,32,4.8%,21%,15,50,3%
Cc1ccc(-c2cc(C(F)(F)F)n3nc(C(=O)NCCCn4ccnc4)cc3n2)cc1C,i,7.9,-11%,0.3%,13%,i,25,-1.2%,19%,0.7,65,-29%
CCOC(=O)N1CCC(NC(=O)CS(=O)Cc2nc(-c3ccc(Cl)cc3)oc2C)CC1 (stereo unspecified),i,2.0,-23%,-0.2%,-16%,i,19,1.4%,36%,2.0,58,-10%
O=C(CNC(=O)[C@@H]1Cc2ccccc2CN1)NC1CCCC1,i,5.3,-21%,-0.1%,14%,i,29,4.5%,4%,-1.5,60,0%
Cc1ccc(-c2nnc(Sc3nc4ccccc4o3)c3ccccc23)cc1,i,5.3,·,0.0%,11%,i,33,4.5%,·,8.6,69,18%
Cc1onc(-c2ccccc2)c1C(=O)Nc1ccc(S(=O)(=O)N2CCOCC2)cc1,i,0.2,-8%,-0.2%,-1%,i,27,-2.0%,13%,0.9,56,-6%
N#C/C(=C\c1cccc(NC(=O)c2ccccc2Cl)c1)C(=O)NCCc1ccccc1,?,·,53%,-0.1%,-4%,i,28,1.8%,-66%,11,55,-30%
COC1CCCN(C(=O)c2ccc3oc(Cc4ccc(Cl)cc4)nc3c2)C1 (stereo unspecified),i,0.9,-26%,0.4%,18%,i,68,0.1%,5%,-0.5,53,6%
COCCN(CCOc1cc(C)cc(C)c1)Cc1ccc(Cl)cc1,i,0.0,5%,-0.1%,8%,i,29,-4.0%,3%,1.3,79,10%
O=C(COC(=O)Cn1nnc2ccccc21)Nc1ccccc1Br,i,0.2,-40%,0.2%,-9%,i,30,7.6%,-4%,2.8,44,-2%
COc1ccc(NC(=S)NCCN2CCC(C)CC2)cc1,i,0.8,-6%,0.2%,19%,i,50,-5.1%,-11%,0.4,41,-32%
S=C(NCc1ccc(Cl)cc1)NC1CCCCC1,i,0.1,7%,0.9%,11%,i,49,12%,2%,-2.3,77,-24%
Cc1ccc(NC(=O)CSc2nnc(-c3ccncc3)n2C)cc1S(=O)(=O)N1CCOCC1,i,0.2,-30%,0.2%,-1%,i,62,0.8%,12%,1.6,34,-15%
Cc1ccnc(Nc2nc(-c3ccc(Cl)cc3)cs2)c1,i,0.2,-18%,-0.1%,14%,i,49,2.7%,5%,9.9,58,-132%[20 µM]
COc1cc(O)c(C(CCN2CCCC(C)C2)c2ccc(N(C)C)cc2)c(OC)c1 (stereo unspecified),i,3.1,-6%,0.0%,6%,i,48,7.4%,-6%,2.6,84,-8%
CCOC(=O)CNCCC(=O)c1ccc(Br)cc1,i,0.6,-2%,0.5%,10%,i,50,11%,2%,0.1,67,32%
Nc1nc2nn(-c3ccccc3)nc2c(=O)[nH]1,i,0.4,-1%,0.4%,27%,i,45,6.1%,-37%,-0.9,57,18%
O=C(CNc1cccc2ccccc12)N/N=C/C=C/c1ccco1,i,0.6,-33%,-0.5%,9%,i,20,2.2%,-8%,3.1,40,-11%
O=C(CN(C1CC1)S(=O)(=O)c1ccc(S(=O)(=O)NC2CCCCC2)cc1)Nc1ccccc1,i,0.0,-36%,-0.1%,-9%,·,·,4.4%,-24%,·,·,8%
CCCCCCN(C(=O)CCCCCN1C(=O)NC(c2ccc(C(C)(C)C)cc2)C(C(=O)OCc2ccccc2)=C1C)C(C(=O)NCCCC)c1ccc(OCC(=O)OC)c(C(=O)OC)c1 (stereo unspecified),·,·,2%,-0.1%,6%,·,·,5.0%,17%,5.5,85,6%
CC(C)(C)OC(=O)N1CCOCCOCCN(C(=O)OC(C)(C)C)CCOCC1,i,1.8,6%,0.1%,2%,i,30,-0.5%,-14%,-0.2,91,-40%
CCOc1ccc(S(=O)(=O)N2CCC(C(=O)NCc3ccncc3)CC2)cc1C,i,0.2,2%,0.3%,-1%,i,24,3.5%,8%,0.4,52,-25%
NC(=O)CC(NC(=O)c1ccccc1)c1ccc(NCCc2ccc(Cl)cc2)c([N+](=O)[O-])c1 (stereo unspecified),i,4.1,-7%,-0.1%,-6%,i,32,4.4%,13%,15,85,1%

# (more compounds)
SMILES,Myeloid diff MLP,Myeloid diff MLP GFP+ MAC1+ %,NOD1 NF-kB reporter,GPR55 activation,GPR55 LPI antagonism,T cell HTS,T cell HTS vesicle-bound %,KOR beta-arrestin-1,NOD2 inhibition,NTR1 ag,NTR1 ag cell count 20 µM,KOR beta-arrestin-2
CCc1ccc(-c2nc(CCl)cs2)cc1,i,0.6,12%,-0.2%,2%,i,46,5.4%,-35%,0.8,46,-6%
Cc1ccc(C(=O)NC(C)c2ccccc2)o1 (stereo unspecified),i,1.9,-25%,-0.4%,1%,i,53,-4.2%,8%,-1.1,101,20%
CC(=O)Nc1ccc(NC(=O)CSc2ccc3nnc(CCNS(=O)(=O)c4ccc(C)cc4)n3n2)cc1,?,·,-7%,-0.3%,-14%,i,23,-0.4%,14%,1.3,44,-12%
CC(=O)c1cccc(Nc2nc(-c3sc(N)nc3C)cs2)c1,i,1.5,5%,-0.1%,-10%,i,46,-4.6%,-10%,-0.2,60,-15%
C=CCc1ccc(OCC(O)COCC)c(OC)c1 (stereo unspecified),i,0.9,-44%,-0.2%,18%,i,16,-1.5%,-48%,-0.5,62,-1%
CCOC(=O)c1ccc(NC(=S)N2CCN(Cc3ccccc3)CC2)cc1,i,1.1,-33%,0.1%,6%,i,20,0.1%,16%,0.1,36,-23%
COc1ccccc1-c1cc(C(=O)N2CCOCC2)no1,i,5.5,-2%,0.1%,8%,i,41,1.1%,-31%,-0.9,43,-35%
CCNC(=O)/C(C#N)=C/c1c(N2CCN(C)CC2)nc2c(C)cccn2c1=O,i,0.5,-4%,0.0%,-1%,i,52,-2.4%,0%,-0.3,99,29%
Nc1ccc(C(=O)OCCCc2nc3ccccc3[nH]2)cc1,i,0.7,14%,-0.2%,5%,i,62,21%,-14%,1.2,43,-6%
CC(=O)c1ccc(NC(=O)CC(C)S(=O)(=O)c2ccc3c(c2)CCN3C(C)=O)cc1 (stereo unspecified),i,1.5,-29%,-0.1%,8%,i,54,2.7%,9%,0.0,51,18%
CCOC(=O)CC(=O)CSc1nc2ccccc2c(=O)n1-c1ccc(C(=O)NCCOC)cc1,i,1.5,5%,-0.4%,12%,i,43,-3.7%,6%,0.5,57,27%
CC1CC(C)(C)NC(=S)N1CC(=O)NCc1ccccc1Cl (stereo unspecified),i,0.5,-17%,-0.2%,4%,i,4,4.8%,-16%,-0.9,62,20%
Cc1ccc(NC(=O)CN(C)C(=O)CCC(=O)c2cccs2)cc1,i,0.1,-30%,-0.2%,-8%,i,50,-1.4%,18%,0.0,72,22%
CC1(C)N=C(N)NC(Nc2cccc(Br)c2)=N1,i,1.5,8%,-0.1%,-6%,i,56,-6.0%,20%,-1.1,48,24%
O=Cc1ccc(OCc2ccc3ccccc3c2)cc1,i,0.2,36%,0.4%,-1%,i,51,8.5%,-129%,0.4,45,-26%[20 µM]
CC(=O)Nc1ccc(S(=O)(=O)Oc2cccc(N3C(=O)C4CCCCC4C3=O)c2)cc1 (stereo unspecified),i,0.9,16%,0.3%,23%,i,15,0.8%,1%,3.9,62,35%
CCOC(=O)c1ccc(NC(=O)C23CCC(C)(C(=O)O2)C3(C)C)cc1 (stereo unspecified),i,0.6,-19%,0.2%,-12%,i,52,4.3%,-32%,-1.0,83,-11%
Cc1cccc(NC(=O)Cn2c(O)c(N=NC(N)=S)c3ccccc32)c1,i,0.6,-3%,-1.9%,-4%,i,51,-1.0%,-8%,10,53,9%
NNC(=O)C1CCCn2c1nc1sc3c(c1c2=O)CCCC3 (stereo unspecified),i,0.8,-28%,-0.2%,-1%,i,53,-4.9%,15%,1.2,59,23%
O=C(NCC(=O)N(c1cccc(F)c1)C(C(=O)NC1CCCC1)c1ccncc1)c1cccs1 (stereo unspecified),i,1.5,-14%,0.1%,3%,i,26,-5.7%,5%,0.4,31,4%
CCCSc1nnc(-c2ccccc2N)c(=O)[nH]1,i,2.8,-30%,-0.1%,0%,i,11,-6.0%,-6%,2.4,34,4%
Cc1ccc(S(=O)(=O)N2CCC(C(=O)OCc3ccc([N+](=O)[O-])cc3)CC2)cc1,i,0.6,49%,1.0%,-1%,i,36,5.9%,-2%,-1.4,68,-11%
O=C(C1CCC(CNS(=O)(=O)c2cccc3cccnc23)CC1)N1CCc2ccccc21 (stereo unspecified),i,3.3,25%,-0.1%,6%,i,40,-3.3%,21%,-3.3,62,97%
CC1(C)C(c2ccccc2)=NC(c2ccc(F)cc2)N1O (stereo unspecified),i,1.1,66%,0.3%,15%,i,35,5.2%,22%,0.4,49,8%
CN1CCN(NC(=O)/C=C/c2ccc(Br)cc2)CC1,i,1.1,-22%,-0.1%,2%,i,71,1.9%,-2%,0.0,62,4%
